Screening results as filed in PubChem.
GDH-TPI inh: GDH-TPI coupled enzyme inhibition counter-screen; inhibition, % at 4.8 µM; AID 588335; GDH-TPI coupled enzyme counterscreen, NADH absorbance; 360,000 tested, 1.2% active; in the data active = inhibition above about 30%;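 note: 0% = DMSO wells and 100% = wells lacking the enzyme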
FadD28 FP inh: M. tuberculosis FadD28 bisubstrate binding inhibition. FadD28 bisubstrate probe binding, fluorescence polarization. inhibition, % at 12.5 µM. 360,000 tested, 0.22% active. AID 588549; in the data active = inhibition above about 8.5%, passing the limit was not always enough; inconclusive = no clear call, values can overlap the other calls
MazEF act: activators of E. coli MazEF toxin-antitoxin RNase; P0AE70; FAM/BHQ RNA-DNA oligo cleavage fluorescence, 5 h; activation, % at 20 µM; 350,000 tested, 0.32% active; AID 504720; in the data active = activation above about 50%
Target sequence (P0AE70 whole entry, looked up): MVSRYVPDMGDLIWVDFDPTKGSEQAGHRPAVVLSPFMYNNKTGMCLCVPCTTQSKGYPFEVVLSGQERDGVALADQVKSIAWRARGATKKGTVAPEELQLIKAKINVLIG
BoNT F protease: blocks Botulinum neurotoxin F light chain protease; AID 588497; inhibition, % at 10 µM; 360,000 tested, 0.22% active; Multiplex microsphere protease cleavage assay, flow cytometry; in the data active = inhibition above about 35%, passing the limit was not always enough; inconclusive = no clear call, values can overlap the other calls; note: plate controls were buffer without enzyme for full effect and enzyme alone for no effect
Mtb FBA inh: inhibitors of M. tuberculosis fructose-bisphosphate aldolase. P9WQA3. purified M. tuberculosis FBA, fluorescence read-out. inhibition, % at 1 µM. 360,000 tested, 2.3% active. AID 588726; in the data active = inhibition above about 27%;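 note: 0% = vehicle and 100% = reference inhibitor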
PrPC surface inh: cell surface PrPC inhibition, primary TR-FRET screen; P04156; inhibition, % at 13.8 µM; TR-FRET read-out; 370,000 tested, 0.43% active; in the data active = inhibition above about 24%; note: 0% = median of the test wells and 100% = reference compound wells
Rv3671c protease: Rv3671c (M. tuberculosis) protease inhibition | inhibition, % at 5.96 µM | 320,000 tested, 0.048% active | AID 2606; in the data active = inhibition above about 38%;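 note: extracellular domain of Rv3671c used as enzyme; 0% = enzyme with DMSO and 100% = no enzyme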
Target sequence (P9WHR9 whole entry, looked up, the tested form may be a part): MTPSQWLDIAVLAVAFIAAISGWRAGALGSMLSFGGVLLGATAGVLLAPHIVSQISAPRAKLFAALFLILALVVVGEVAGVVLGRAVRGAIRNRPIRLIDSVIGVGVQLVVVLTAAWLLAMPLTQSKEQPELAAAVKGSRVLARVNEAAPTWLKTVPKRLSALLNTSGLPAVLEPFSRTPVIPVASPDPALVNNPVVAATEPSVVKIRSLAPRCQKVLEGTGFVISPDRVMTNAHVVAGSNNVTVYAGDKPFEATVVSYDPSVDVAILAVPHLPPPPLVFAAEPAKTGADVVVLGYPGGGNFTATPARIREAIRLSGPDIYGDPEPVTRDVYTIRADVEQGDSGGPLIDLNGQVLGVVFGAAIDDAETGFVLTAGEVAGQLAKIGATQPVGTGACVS
Mtb BioA inh: inhibitors of Mycobacterium tuberculosis BioA enzyme; purified M. tuberculosis BioA enzyme, plate reader; inhibition, % at 9.99 µM; 360,000 tested, 0.096% active; AID 602481; in the data active = inhibition above about 40%; inconclusive = no clear call, values can overlap the other calls
UGM FP inh: Mtb UDP-galactopyranose mutase inhibition; P9WIQ1; purified UGM, fluorescence polarization probe displacement; inhibition, % at 10 µM; 320,000 tested, 0.06% active; in the data active = inhibition above about 10%, passing the limit was not always enough; inconclusive = no clear call, values can overlap the other calls
Target sequence (P9WIQ1 whole entry, looked up): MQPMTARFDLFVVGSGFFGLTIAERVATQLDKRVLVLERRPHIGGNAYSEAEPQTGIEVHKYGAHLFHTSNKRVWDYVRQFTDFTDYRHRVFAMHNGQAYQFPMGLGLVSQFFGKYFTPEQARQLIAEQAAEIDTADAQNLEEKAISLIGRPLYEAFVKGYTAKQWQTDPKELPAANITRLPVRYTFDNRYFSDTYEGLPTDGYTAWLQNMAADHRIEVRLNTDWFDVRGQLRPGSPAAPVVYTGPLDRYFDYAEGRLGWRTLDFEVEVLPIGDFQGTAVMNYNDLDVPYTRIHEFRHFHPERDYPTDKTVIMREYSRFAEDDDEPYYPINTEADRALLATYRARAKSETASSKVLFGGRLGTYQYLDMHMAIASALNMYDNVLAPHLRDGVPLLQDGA
* hit, by the source's call; ? = inconclusive; · = no result given. Hits appear at their usual frequency; any-hit rate near 4.8%.

nr	mol	GDH-TPI inh	FadD28 FP inh	MazEF act	BoNT F protease	Mtb FBA inh
1	O=C(Oc1ccccc1)N1CCN(c2ccccc2F)CC1	-3	-0.7	-2	38*	1
2	O=C(NCc1ccccc1)[C@]1(C(F)(F)F)C[C@H](CCc2ccccc2)CCCO1	1	-0.4	5	1	0
3	COC(=O)c1[nH]c2ccc(C)cc2c1NC(=O)CN1CCN(c2ccc(F)cc2)CC1	-3	0.6	3	29	13
4	CCn1c(SCC(=O)Nc2nc3ccccc3s2)nnc1-c1ccc(OC)cc1	14	-0.4	32	0	6
5	CSCC(C)N1CCC(CO)(CCCc2ccccc2)CC1 (stereo unspecified)	-1	1.0	1	-1	-1
6	CCOC(=O)CCCCCC(=O)Nc1ccc2c(c1)CC(=O)N([C@H](C)CO)C[C@H](C)[C@H](CN(C)S(=O)(=O)c1ccc(OC)cc1)O2	-1	-3.4	-3	-2	-1
7	O=C(Cc1ccccc1[N+](=O)[O-])NCC(=O)c1ccc2c(c1)OCO2	3	-5.2	4	-12	-1
8	Cc1ccccc1OCCC(=O)OCC(=O)NC1CCCC1	-2	-3.4	2	-4	-1

nr	PrPC surface inh	Rv3671c protease	Mtb BioA inh	UGM FP inh
1	3	·	-0.4	-1.2
2	-5	4	-2.2	-1.1
3	7	2	-0.7	-0.9
4	8	0	-5.7	0.6
5	-9	-7	·	-1.4
6	-7	4	-3.8	-1.0
7	-9	·	·	·
8	14	4	-0.9	-1.7

Following part
nr	mol	GDH-TPI inh	FadD28 FP inh	MazEF act	BoNT F protease	Mtb FBA inh
9	COC(=O)c1c(NS(C)(=O)=O)sc2c1CCCC2	3	-0.5	-11	11	-1
10	C[C@H]1CN([C@@H](C)CO)C(=O)c2cccc(NC(=O)Nc3ccc(C(F)(F)F)cc3)c2O[C@@H]1CN(C)S(=O)(=O)c1ccccc1	9	-3.0	3	8	-1
11	CSCCC(Nc1nc2ccccc2s1)C(=O)O (stereo unspecified)	0	-3.5	1	-2	-13
12	O=C(NCc1ccccc1)c1c[nH]c2ccc(S(=O)(=O)Nc3ccc4c(c3)OCCO4)cc2c1=O	18	-5.1	-10	5	-1
13	CCN(CC(=O)NCc1cccs1)C(=O)c1cccc(S(=O)(=O)Nc2ccccc2Cl)c1	6	-2.1	1	·	8
14	CCOC(=O)N1CCN(c2ccc(S(=O)(=O)N(Cc3ccccc3)Cc3ccccc3)cn2)CC1	3	-2.7	5	-3	1
15	Cc1ccc(NC(=C(C#N)C#N)c2ccccc2)cc1	19	-3.4	6	2	2
16	COc1ccc(-c2cc3c(=O)n(CC(=O)Nc4cccc(Cl)c4)ncn3n2)cc1	-1	-3.5	-32	4	-4

nr	PrPC surface inh	Rv3671c protease	Mtb BioA inh	UGM FP inh
9	0	-1	-0.3	1.6
10	17	-79	-1.7	·
11	1	2	0.5	3.0
12	-1	-121	0.0	1.2
13	-3	-5	·	·
14	5	-5	-2.7	-1.0
15	9	·	1.1	·
16	11	-4	·	-2.0

(cont.)
nr	mol	GDH-TPI inh	FadD28 FP inh	MazEF act	BoNT F protease	Mtb FBA inh
17	O=C(COc1ccc(S(=O)(=O)N2CCCC2)cc1Cl)NCc1ccccn1	-3	-2.4	4	-2	1
18	Cc1sc2nc(C3CC3)nc(N3CCN(C(=O)c4ccc(Cl)cc4)CC3)c2c1C	16	0.6	-25	16	4
19	CC(C)CC(=O)NC(c1ccccc1)c1c(O)ccc2ccccc12 (stereo unspecified)	6	-0.6	1	-11	11
20	CC(C)n1cnc2c(NCc3ccccc3)nc(NCc3ccccc3)nc21	5	-2.7	-9	-4	2
21	Cc1ccc(C(=O)NC(Cc2ccccc2C(F)(F)F)C(=O)O)cc1 (stereo unspecified)	7	-1.0	8	-2	-1
22	CSc1ccc(CNC(=O)C2(C)CCCN(C(C)=O)C2)cc1 (stereo unspecified)	1	-0.4	·	-62	0
23	COc1ccc(S(=O)(=O)N2CCOCC2)c(C)c1C	1	-3.7	-3	-26	1
24	CCN1C(=O)CC(N2CCC(Cc3ccccc3)CC2)C1=O (stereo unspecified)	1	-0.8	-3	?	-2

nr	PrPC surface inh	Rv3671c protease	Mtb BioA inh	UGM FP inh
17	-3	-2	2.3	-3.1
18	-3	-5	-4.4	0.4
19	13	-10	-1.7	-2.8
20	14	8	2.7	-2.1
21	0	·	-1.5	·
22	11	·	-0.2	·
23	-2	-9	0.2	2.8
24	2	8	-0.6	0.6

Continued.
nr	mol	GDH-TPI inh	FadD28 FP inh	MazEF act	BoNT F protease	Mtb FBA inh
25	CC(=O)Nc1ccc(S(=O)(=O)NC(C)c2nc(-c3ccccc3)no2)cc1 (stereo unspecified)	-4	0.8	-33	-6	-2
26	CCOC(=O)/C=C/C(=O)Nc1cc(S(=O)(=O)Nc2ccc(OC)cc2)ccc1N1CCOCC1	7	-1.4	-5	-1	1
27	O=C(CCNS(=O)(=O)c1ccccc1F)N1CCN(C(c2ccccc2)c2ccccc2)CC1	-1	-3.4	-4	0	0
28	CCCCOc1ccc(C(=O)OCC(=O)c2c(N)n(C)c(=O)n(C)c2=O)cc1	-3	-0.3	3	·	0
29	Cc1ccc(OCc2nc(-c3ccccn3)no2)c(Br)c1	-2	-0.6	-9	5	-2
30	CCOC(=O)C(=NCCCN1CCOCC1)NNc1cccc(C(F)(F)F)c1	8	-1.2	-17	-4	2
31	c1ccc(-c2cc(N3CCOCC3)nc3ccccc23)cc1	7	-1.5	1	-7	19
32	c1csc(CN2CCN(Cc3cccs3)C2c2cccs2)c1	-3	-6.7	-1	1	6

nr	PrPC surface inh	Rv3671c protease	Mtb BioA inh	UGM FP inh
25	11	-5	-3.5	0.6
26	13	·	-0.2	·
27	3	1	-0.3	2.3
28	3	-16	1.0	-0.2
29	9	3	3.7	0.7
30	2	-4	-2.0	1.0
31	4	6	2.2	-3.8
32	-10	-9	1.0	0.2

Going on with the list:
nr	mol	GDH-TPI inh	FadD28 FP inh	MazEF act	BoNT F protease	Mtb FBA inh
33	CCN(CC)S(=O)(=O)c1ccc(N2Cc3ccccc3C2=N)cc1	18	-1.2	2	-4	4
34	CCCCCC(=O)N1C[C@H](n2cc(C3CC3)nn2)[C@@H](O)C[C@@H]1c1ccc(Cl)cc1	-1	-3.8	-2	-8	-1
35	COc1ccc(Cl)cc1NC(=O)CN1CCC(n2nnc3cc(F)ccc32)CC1	-5	-0.2	10	-6	1
36	NC(=O)c1cc(-c2ccccc2)nc2ccc(Br)cc12	14	0.5	-3	·	4
37	Cc1ccc(S(=O)(=O)N2CCN(C(=O)COC(=O)C3(C)CC3(Cl)Cl)CC2)c(C)c1 (stereo unspecified)	3	-0.1	0	0	0
38	C=C1CCN([C@@H](CC(C)C)C(=O)NCc2ccccc2)S(=O)(=O)c2ccccc21	9	0.2	8	-2	1
39	CCCCCNC(=O)c1ccc2c(=O)n(CCCN3CCCC3=O)c(=S)[nH]c2c1	5	0.4	3	-7	-1
40	Cc1ccc(-c2csc(NC(=O)Cn3[nH]c(=O)c4ccccc4c3=O)n2)cc1	-9	-4.7	-72	1	5

nr	PrPC surface inh	Rv3671c protease	Mtb BioA inh	UGM FP inh
33	-5	4	0.1	3.2
34	-1	·	1.6	·
35	1	-5	-0.8	-1.1
36	8	0	-2.2	1.3
37	1	-2	-2.2	-0.8
38	3	11	-0.4	-0.7
39	-1	-7	·	-1.2
40	12	-29	·	0.0

The list goes on; it opens with the two that closed the last part.
nr	mol	GDH-TPI inh	FadD28 FP inh	MazEF act	BoNT F protease	Mtb FBA inh
39	CCCCCNC(=O)c1ccc2c(=O)n(CCCN3CCCC3=O)c(=S)[nH]c2c1	5	0.4	3	-7	-1
40	Cc1ccc(-c2csc(NC(=O)Cn3[nH]c(=O)c4ccccc4c3=O)n2)cc1	-9	-4.7	-72	1	5
41	CCCCCCC(CC(=O)NCc1cccnc1)CC(=O)NCc1cccnc1	-4	-1.9	10	?	1
42	Cc1ccc2c(C(=O)CN3CC(C)CC(C)C3)c(C)[nH]c2c1 (stereo unspecified)	13	0.1	·	16	3
43	CC(C)OC(=O)c1cc2c(ccn2C)n1CC(=O)N(Cc1ccccc1)c1ccc(F)cc1	3	0.2	7	-13	-1
44	CCCOC(=O)C1C2C=CC3(CN(c4ccc(Cl)c(F)c4)C(=O)C13)O2 (stereo unspecified)	3	-0.1	6	0	1
45	Cc1nnc(SCC2=C(C(=O)O)N3C(=O)C(NC(=O)c4cccc(F)c4F)C3SC2)s1 (stereo unspecified)	0	-0.8	6	-3	1
46	O=C(NCc1ccccc1)c1cc(C2CCCCN2S(=O)(=O)Cc2ccccc2)on1 (stereo unspecified)	11	-2.0	·	-2	0
47	COc1ccccc1C(=O)C(=O)c1ccccc1OC	12	-0.9	3	0	-2
48	Cn1ncc(Cl)c1C(=O)Nc1ccc2c(c1)OCO2	0	·	9	-2	0

nr	PrPC surface inh	Rv3671c protease	Mtb BioA inh	UGM FP inh
39	-1	-7	·	-1.2
40	12	-29	·	0.0
41	-5	-7	0.2	-1.5
42	-5	-1	-0.5	0.9
43	-6	7	·	-1.0
44	-9	6	-1.4	1.8
45	-3	0	·	2.4
46	-3	·	4.7	·
47	1	·	0.2	·
48	2	3	-1.0	1.6

Pulled by compound from above, 3 records:
nr	mol	GDH-TPI inh	FadD28 FP inh	MazEF act	BoNT F protease	Mtb FBA inh
43	CC(C)OC(=O)c1cc2c(ccn2C)n1CC(=O)N(Cc1ccccc1)c1ccc(F)cc1	3	0.2	7	-13	-1
41	CCCCCCC(CC(=O)NCc1cccnc1)CC(=O)NCc1cccnc1	-4	-1.9	10	?	1
47	COc1ccccc1C(=O)C(=O)c1ccccc1OC	12	-0.9	3	0	-2

nr	PrPC surface inh	Rv3671c protease	Mtb BioA inh	UGM FP inh
43	-6	7	·	-1.0
41	-5	-7	0.2	-1.5
47	1	·	0.2	·

More structures
nr	mol	GDH-TPI inh	FadD28 FP inh	MazEF act	BoNT F protease	Mtb FBA inh
49	CN(CC(=O)Nc1ccc(Cl)cc1)C(=O)Cn1[nH]c(=O)c2ccccc2c1=O	-6	-3.0	3	12	2
50	O=C(COc1ccccc1[N+](=O)[O-])N1CCN(C(=O)c2ccco2)CC1	7	-2.5	4	-4	-2
51	CC(C)(C)c1ccc(S(=O)(=O)NC(=O)C2(C)CCN2C(=O)C2CC2)cc1 (stereo unspecified)	3	0.5	·	-5	-2
52	CCOc1ccc(C(c2c(C)[nH][nH]c2=O)c2c(C)[nH][nH]c2=O)cc1OC	2	0.7	11	-3	-1
53	Cn1c(SCc2cc(=O)[nH]c3ccccc23)nnc1-c1ccc(Br)cc1	4	-2.1	8	-19	-9
54	c1csc(-c2nn3c(C4CCCCC4)nnc3s2)c1	-6	-2.5	1	4	4
55	Oc1cccc2c(NC(=S)Nc3ccc(OC(F)F)cc3)cccc12	13	-4.9	12	0	16
56	C/C(=C\C(=O)c1ccc(Br)cc1)N1CCCCC1	9	0.3	-2	-6	1

nr	PrPC surface inh	Rv3671c protease	Mtb BioA inh	UGM FP inh
49	8	-1	·	0.2
50	5	0	-1.5	1.5
51	-6	·	-2.6	·
52	-5	-18	-0.5	-0.4
53	2	-10	2.8	0.1
54	1	·	0.1	·
55	-12	1	·	3.5
56	3	-7	1.5	-1.6

Next entries.
nr	mol	GDH-TPI inh	FadD28 FP inh	MazEF act	BoNT F protease	Mtb FBA inh
57	CCn1cc([N+](=O)[O-])c(C(=O)N2N=C(c3ccc(Cl)c(Cl)c3)CC2c2ccccc2O)n1 (stereo unspecified)	0	-8.9	-1	-3	-2
58	CCCCCCCC1(C)NC(=O)N(c2ccccc2)N1 (stereo unspecified)	10	0.7	4	-8	-1
59	COc1ccc(OC)c(-c2csc(N(C)C(=O)c3ccco3)n2)c1	21	-2.2	-4	-13	0
60	N/C(=N\OC(=O)CCCOc1ccc(Cl)cc1Cl)c1ccccn1	5	0.1	1	-6	-1
61	COCCN(C(=O)CSCc1ccccc1)c1c(N)n(Cc2ccccc2)c(=O)[nH]c1=O	-1	-3.4	0	-1	1
62	COc1ccccc1C1=NOC(COC(=O)c2ccc(Br)cc2)C1 (stereo unspecified)	9	-2.0	-8	-4	-4

nr	PrPC surface inh	Rv3671c protease	Mtb BioA inh	UGM FP inh
57	-1	-82	·	5.0
58	-3	0	3.2	-0.4
59	0	-1	-1.0	-1.0
60	-4	5	2.0	0.6
61	6	-1	0.6	0.1
62	3	-19	-0.1	0.9
